# EWS-Fli block – inhibitors of EWS/Fli oncoprotein transcriptional activity; A673 NR0B1-luciferase reporter, viability-normalised; inhibition, % at 12.6 µM; 350,000 tested, 0.67% active; AID 651661;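 active = mean inhibition of at least 50% after viability correction, with every replicate also passing that limit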;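 note: firefly luciferase signal divided by Alamar Blue viability fluorescence both relative to DMSO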
# FN deposition inh – fibronectin deposition inhibition | AH1F fibroblasts, Alexa488-fibronectin deposition fluorescence, overnight | 350,000 tested, 0.086% active | inhibition, % at 12.6 µM;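 active = mean inhibition across replicates of 30% or more, regardless of how many single replicates reach that level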;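 note: positive control wells lacked labelled fibronectin entirely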
#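 Measured by – fluorescence 485/525 nm · System – AH1F fibroblast monolayer, labelled fibronectin deposition · Amount – 10000 cells per well · Buffer or medium – serum-reduced DMEM (2% serum) · Doses – single dose, pinned · Also added – fluorescent fibronectin at 24 nM final · Schedule – 1 h cell attachment, overnight exposure to compound and label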
# E-selectin induc – induces E-selectin expression in human endothelial cells | HUVEC E-selectin immunofluorescence imaging; normalized: neutral wells 0, TNF-alpha wells 100 | activation, % at 7.58 µM | 260,000 tested, 0.37% active;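 active = mean E-selectin-positive cell signal at least 10% of the positive control, reached in at least 60% of replicates, without over 20% cell loss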;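 note: in these data hits start at about 27%; measured in HUVEC primary endothelial cells; signal is the percent of cells scored E-selectin positive by PE staining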
#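 Assay system: HUVEC, human umbilical vein endothelial cells / Amount: 3,000 HUVEC/well / Controls: TNF-alpha positive control, DMSO neutral control / Compound dosing: single concentration / Medium: EGM-2 over gelatin coat / Evaluation: percent E-selectin-positive cells / Signal: immunofluorescence imaging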
# esBAF inh – inhibitors of esBAF chromatin remodeling in mouse ES cells; reporter increase, % at 12.5 µM; 350,000 tested, 2% active; AID 602393; Bmi1-luciferase knock-in reporter, 24 h; 100% = twice the neutral-well signal; in the data active = activation above about 40%;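 note: 0% = median of the plate's neutral control wells and 100% = double that signal; a rise in the Bmi1 reporter signal indicates esBAF inhibition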
# RAD54 inh – blocks human RAD54 Holliday junction branch migration | AID 602329 | inhibition, % at 10.4 µM | 360,000 tested, 0.14% active | Q92698 | FAM/BHQ fluorescence;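 active = mean normalized replicate activity at least 40 and at least half of replicates scoring 40 or more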;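 note: 0% = median of neutral control wells and 100% = median of positive control wells; inhibitors cause a drop in the FAM fluorescence signal; in these data hits start at about 50%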
# RAD52 anneal inh – RAD52 (human) annealing inhibition; P43351; recombinant RAD52 DNA annealing, FRET fluorescence; 360,000 tested, 0.46% active; inhibition, % at 18.7 µM;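 active = every replicate showing at least 50% inhibition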
# Target sequence (P43351 whole entry, looked up): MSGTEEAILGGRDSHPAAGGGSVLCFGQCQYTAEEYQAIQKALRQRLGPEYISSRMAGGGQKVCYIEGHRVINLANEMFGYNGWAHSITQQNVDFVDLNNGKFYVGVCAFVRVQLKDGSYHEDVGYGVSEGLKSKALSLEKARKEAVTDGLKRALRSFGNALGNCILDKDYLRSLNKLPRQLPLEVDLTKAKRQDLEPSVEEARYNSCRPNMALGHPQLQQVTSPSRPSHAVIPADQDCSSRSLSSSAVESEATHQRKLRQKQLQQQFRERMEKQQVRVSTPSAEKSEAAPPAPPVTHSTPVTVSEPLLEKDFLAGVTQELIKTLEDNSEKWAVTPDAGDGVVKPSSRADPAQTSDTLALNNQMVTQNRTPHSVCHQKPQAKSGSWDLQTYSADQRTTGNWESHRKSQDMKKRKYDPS
# S100A4 MyoIIA – blocks human S100A4 binding to myosin IIA peptide. 360,000 tested, 0.14% active. AID 652163. P26447. inhibition, % at 10.7 µM. S100A4/TAMRA-MyoIIA peptide fluorescence polarization;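 active = mean inhibition of at least 70% across replicates, with every replicate also reaching that level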
# Target sequence (P26447 whole entry, looked up): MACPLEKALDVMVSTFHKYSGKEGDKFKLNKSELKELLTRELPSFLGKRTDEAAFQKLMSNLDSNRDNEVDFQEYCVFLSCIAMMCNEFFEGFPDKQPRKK
#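 Material: S100A4 monomer protein / Buffer or medium: 50 mM HEPES pH 7.2, 10 mM CaCl2, 100 mM KCl / Times: 5 min incubation before reading / Benchmarks: neutral control DMSO, positive control TFP / Reagent: labelled myosin peptide probe, 5 nM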
# XiGFP reactiv – reactivates the inactive X chromosome in mouse fibroblasts | AID 743238 | activation, % at 7.58 µM | XiGFP mouse fibroblasts, % GFP-positive cells imaging, 3 d; cells co-treated with 5-aza-dC sensitizer; scaled so ellipticine positive control = 100% | 360,000 tested, 0.055% active;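 active = mean normalized replicate activation at least 10% and every replicate at or above 10%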;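 note: 0% = median of on-plate neutral control wells and 100% = ellipticine 6 µM median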
#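 System: SV40-immortalized XiGFP fibroblast cells, line 68-5-11 / Incubation: 3-day compound exposure, then 15 min fixation at room temperature / Compound: single concentration per compound, delivered by pin transfer / Buffer or medium: DMEM plus 5-aza-dC sensitizer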
# * marks the source's active call; other numbers are inactive results; . = not tested or not shown; & = joins results of further samples. Compounds as they come; overall some 3% were active at least once.
structure,EWS-Fli block,FN deposition inh,E-selectin induc,esBAF inh,RAD54 inh,RAD52 anneal inh,S100A4 MyoIIA,XiGFP reactiv
N#C/C(=C\C1=C(N2CCOCC2)C(=C/c2cccc([N+](=O)[O-])c2)/CC1)C(=O)Nc1ccccc1F,5,9,0.4,.,.,-16,-31,-0.1
CCc1cc2ccc(OC)cc2nc1SCC(=O)N1CCN(C(=O)c2ccco2)CC1,15,-3,.,3,-1,-19,-6,0.2
COc1ccccc1-c1ccc(=O)n(CC(=O)NCc2ccc3c(c2)OCO3)n1,.,.,.,2,-2,-3,-12,.
Cc1ccc(NC(=O)CCNC(=O)N2CC(=O)Nc3ccccc32)cc1Cl,4,-12,.,0,-8,-7,1,0.1
CCOC(=O)c1ccccc1NC(=O)c1c(N)n(C)c(=O)[nH]c1=O,-1,-1,0.5,.,.,10,4,0.2
COc1ccc(CNS(=O)(=O)c2ccc(-n3cccn3)cc2)cc1,0,-4,3.7,-1,-11,-12,-6,0.0
COc1cccc(C#Cc2ccc([C@H]3[C@@H](CO)N(C(=O)C4CCC4)[C@H]3C#N)cc2)c1,-26,6,-0.2,5,-7,37,-3,-0.1
C/C(=N/NC(=S)Nc1cccc(C)c1)c1cccc([N+](=O)[O-])c1,11,-12,.,.,.,-20,10,0.3
CC(=O)Nc1ccc(S(=O)(=O)N(C)c2ccc(OCCOc3ccccc3F)cc2)cc1,4,-5,1.4,24,-1,-5,-7,0.1
Cc1ccc(S(=O)(=O)NCCC(=O)NCc2ccc(Cl)cc2)cc1C,11,-5,.,0,0,-15,-2,0.0
CCCNC(=O)C[C@@H]1CC[C@H]2[C@H](COc3ccc(NS(=O)(=O)CC)cc3C(=O)N2C)O1,-5,-2,0.2,-4,1,8,-39,0.0
COC(=O)C1=C(C)N(Cc2cccc(C(F)(F)F)c2)C(=NCc2ccc(C(F)(F)F)cc2)NC1c1ccc(F)cc1 (stereo not given),48,-4,2.7,.,.,-6,-25,3.4
Cc1ccc(S(=O)(=O)N(C)C[C@@H]2OCCCC[C@@H](C)Oc3ccc(NC(=O)C4CCCCC4)cc3C(=O)N([C@@H](C)CO)C[C@H]2C)cc1,0,.,0.5,7,-3,.,.,-0.8
CC1CCC(NC(=O)C2COc3ccccc3O2)CC1 (stereo not given),-41,6,-0.2,.,.,-15,-14,0.6
Nc1[nH]nc2nc(N3CCCC3)nc(-c3ccccc3)c12,.,4,1.0,-11,-4,.,.,.
COc1ccc2c3c(n(C)c2c1)[C@@H](CO)NCC31CN(C(=O)CC2CC2)C1,-4,0,0.0,.,.,8,-8,0.0
CC(C)[C@@H]1Cc2[nH][nH]c(=O)c2[C@H](c2ccc(F)cc2)O1,-7,-8,-0.1,.,.,-5,6,0.1
CO[C@@H]1CN(C)C(=O)c2ccc(NS(=O)(=O)CC(F)(F)F)cc2OC[C@@H](C)N(C(=O)NC(C)C)C[C@H]1C,-3,-14,-0.4,-4,.,.,.,0.1
COc1ccc(CNc2ncnc3sccc23)cc1OC,33,-1,.,-9,-4,-18,-6,0.1
COc1ccc(CCNC(=S)NNC(=O)c2c(Br)c(C)nn2C)cc1OC,11,.,-0.2,-1,0,-8,-6,0.1
C[C@H]1CN([C@@H](C)CO)C(=O)c2cc(Br)cnc2O[C@@H]1CN(C)C(=O)Nc1ccc(F)cc1,27,1,-0.2,3,2,.,0,-0.1
CS(=O)(=O)Nc1ccc(-c2ccc3nccn3c2)cc1,-16,1,-0.4,-4,1,-13,-5,0.1
CC1CC(C)CN(C(=O)Nc2ccccc2F)C1 (stereo not given),-15,0,-0.2,-4,.,0,2,0.1
Cc1cc(S(=O)(=O)N2CCCOC2CNC(=O)C(=O)NCc2ccco2)ccc1F (stereo not given),-8,0,-0.1,.,.,-20,-4,-0.1
O=C(COC(=O)C1CCC1)Nc1cccc(S(=O)(=O)N2CCOCC2)c1,1,-6,-0.2,.,.,-9,10,-0.1
O=C(Cn1sc2ccccc2c1=O)N1CCN(C(=O)c2ccco2)CC1,.,-1,0.1,16,16,7,1,0.0
CCS(=O)(=O)N1CC(=O)N2[C@H](CO)[C@@H](c3ccc(-c4ccc(C)cc4)cc3)[C@H]2C1,0,.,-0.4,.,.,-11,-3,0.0
O=C(N/N=C/c1cccc([N+](=O)[O-])c1)c1nc2ccccc2c(=O)[nH]1,-22,5,.,22,0,-8,-4,-0.2
COc1ccccc1-c1cnc2c(c1)C(=O)N([C@H](C)CO)C[C@@H](C)[C@@H](CN(C)C(=O)CC1CC1)O2,10,-14,0.4,-1,1,-2,-6,0.0
COC(=O)c1cccc(NC(=O)NC(=O)c2ccc(Cl)cc2)c1,87*,12,-0.3,-10,-2,-7,2,0.0
O=C(NCCCN1CCCC1=O)Nc1ccc(Br)cc1Cl,-36,-5,.,12,-6,-14,5,0.1
Cc1cccc(C(C)C)c1NC(=O)COC(=O)CCN1C(=O)C2CC=CCC2C1=O (stereo not given),-2,.,0.1,3,-5,-10,-8,0.1
COC(=O)c1ccc(C2NCCc3cc(OC)c(OC)cc32)cc1 (stereo not given),10,-6,.,8,-7,-48,-5,0.1
COc1ccc(NC(=O)C2=CC(c3ccco3)=NS(=O)(=O)N2C)cc1OC,-7,1,0.3,5,-14,-8,-2,0.3
Cc1ccc(Cl)cc1N1CCN(C(=O)Cc2c(C(=O)O)[nH]c3ccc(Cl)cc23)CC1,11,16,1.1,6,.,-3,-1,-0.1
CCOC(=O)N1CCC(N2CCN(S(=O)(=O)c3ccc(OC)cc3)CC2)CC1,7,4,0.5,.,.,-21,-1,-0.1

# An excerpt of these results, with two lines to a compound:
# Results follow in this order: EWS-Fli block | FN deposition inh | E-selectin induc | esBAF inh | RAD54 inh | RAD52 anneal inh | S100A4 MyoIIA | XiGFP reactiv
> COC(=O)c1ccc(C2NCCc3cc(OC)c(OC)cc32)cc1 (stereo not given)
    10 | -6 | . | 8 | -7 | -48 | -5 | 0.1
> COc1ccc(NC(=O)C2=CC(c3ccco3)=NS(=O)(=O)N2C)cc1OC
    -7 | 1 | 0.3 | 5 | -14 | -8 | -2 | 0.3

# Next compounds
structure,EWS-Fli block,FN deposition inh,E-selectin induc,esBAF inh,RAD54 inh,RAD52 anneal inh,S100A4 MyoIIA,XiGFP reactiv
CC1(C)Cc2c(sc(NC(=O)Nc3ccccc3)c2C(N)=O)CO1,-131,3,.,55*,2,-12,0,0.0
CC(=O)c1ccc(NC(=O)COC(=O)CCN2C(=O)c3cccc([N+](=O)[O-])c3C2=O)cc1,12,4,1.4,.,.,-8,-1,0.0
CC1(C)CC(=O)C2=C(C1)OC(N)=C(C#N)C2c1ccoc1 (stereo not given),-24,.,.,.,.,-22,3,0.0
COc1ccc(C2=C(C=O)Cc3ccccc3O2)cc1,-21,9,.,.,.,-12,-2,0.4
CCC(=O)Nc1cccc(C2=NN(c3ccccc3)C(c3ccc(OC)cc3)C2)c1 (stereo not given),6,8,0.0,8,3,-34,-10,0.3
CCOC(=O)CN1C(=O)C(CC)Oc2ccccc21 (stereo not given),2,.,.,-3,2,1,-1,.
COc1ccc2c3c([nH]c2c1)[C@@H](CO)N(C(=O)Nc1ccc(F)cc1)CC31CCN(S(=O)(=O)c2cccs2)CC1,-1,.,0.4,.,.,4,-9,0.4
O=C(Nc1ccccc1F)N1CCCCN2[C@H](CO)[C@@H](c3ccc(C#Cc4ccccc4)cc3)[C@H]2C1,.,.,-0.8,.,-11,-5,-3,-0.1
O=[N+]([O-])c1cc([N+](=O)[O-])c(Oc2cccc3ccccc23)cc1NN1CCCCC1,-9,-4,-0.1,-4,-5,-3,10,0.0
COc1ccc(NC(=O)c2c(C)cc(=O)oc2C)c(OC)c1,.,.,.,5,-8,-2,1,.
CC(=O)N1CC2(C1)[C@H](c1ccccc1)[C@H](CO)N2Cc1cccc(Cl)c1,8,.,-0.2,.,.,-10,-6,0.0
C[C@H](CO)N1C[C@H](C)[C@H](CN(C)S(=O)(=O)c2ccc(C#N)cc2)Oc2ncc(C#CC(C)(C)O)cc2C1=O,-1,1,0.0,-1,7,-26,-6,-1.0
CCn1c(SCC(=O)N(C)c2c(N)n(Cc3ccccc3)c(=O)[nH]c2=O)nc2ccccc21,4,-12,0.3,-7,-1,-8,6,0.0
C[C@H](CO)N1C[C@H](C)[C@H](CN(C)Cc2ccncc2)Oc2ccc(NC(=O)Nc3ccc(C(F)(F)F)cc3)cc2CC1=O,13,0,1.1,-2,9,-41,0,1.1&0.2
C[C@@H]1CN([C@H](C)CO)C(=O)CCCn2nncc2CO[C@@H]1CN(C)C(=O)Nc1ccc(N2CCCCC2)cc1,-9&2&-6,2&-1,2.2&0.0,-5&-2&-3,-10&4&-11,-33&-16&-18,-45&-41&-52,0.1&-0.4
COc1ccc(/C=C2/SC(=S)N(CCCC(=O)Nc3ccc(O)cc3)C2=O)cc1OC,17,0,-4.5,.,0,-192,16,0.1
COc1ccc(-c2cc(C(=O)N(C)CCc3ccc(OC)c(OC)c3)c3ccccc3n2)cc1,.,19,0.0,3,0,-10,-1,0.0
O=S(=O)(c1cccc2nonc12)N1CCCCC1,-26,1,.,3,1,-11,9,0.1
CCC(CC)C(=O)Nc1cccc(C(=O)Nc2nnc(C)s2)c1,10,5,0.9,.,.,-6,0,-0.4
COc1ccc(NC(=O)CN(C)C(=O)C2(c3ccccc3)CCCC2)cc1,-14,7,-0.3,55*,-9,1,2,0.1
CC1C=NC(S(=O)(=O)N2CC[C@H]3[C@@H](CO)N(C)c4ccc(-c5ccc(F)cc5)cc4[C@H]32)=N1 (stereo not given in full),-2,-9,0.2,-1,9,.,.,0.0

# Full records as entered above.
# COc1ccc(NC(=O)CN(C)C(=O)C2(c3ccccc3)CCCC2)cc1 reads EWS-Fli block = -14; FN deposition inh = 7; E-selectin induc = -0.3; esBAF inh = 55*; RAD54 inh = -9; RAD52 anneal inh = 1; S100A4 MyoIIA = 2; XiGFP reactiv = 0.1
# CC1C=NC(S(=O)(=O)N2CC[C@H]3[C@@H](CO)N(C)c4ccc(-c5ccc(F)cc5)cc4[C@H]32)=N1 (stereo not given in full) reads EWS-Fli block = -2; FN deposition inh = -9; E-selectin induc = 0.2; esBAF inh = -1; RAD54 inh = 9; RAD52 anneal inh = .; S100A4 MyoIIA = .; XiGFP reactiv = 0.0
# CCn1c(SCC(=O)N(C)c2c(N)n(Cc3ccccc3)c(=O)[nH]c2=O)nc2ccccc21 reads EWS-Fli block = 4; FN deposition inh = -12; E-selectin induc = 0.3; esBAF inh = -7; RAD54 inh = -1; RAD52 anneal inh = -8; S100A4 MyoIIA = 6; XiGFP reactiv = 0.0

# Source: PubChem BioAssay
